# LYP inh 2: blocks human PTPN22 phosphatase activity | Q9Y2R2 | recombinant LYP catalytic domain, DiFMUP fluorescence | inhibition, % at 2 µM | 0.21% of 96,000 active | AID 640;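 active means inhibition at 2 µM at or above a set limit, the screen mean plus 3 SD, cut at about 24% in these data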;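 further: 0% = DMSO with enzyme and 100% = enzyme fully blocked by orthovanadate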
# TNFa cytotox: toxic to HUVEC cells under TNF alpha stimulation. HUVEC TNFalpha-stimulated, Hoechst cell count, imaging. 0.17% of 93,000 active. cell count reduction, % at 2 µM;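 active means cell count reduction exceeding the screen mean by over 5 SD, scaled to untreated wells per plate, cut at about 78% in these data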;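 further: cells counted after 24 h of TNF alpha exposure following the 1 h pretreatment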
# F-actin modifier: alters cytoskeleton assembly in HUVEC cells. HUVEC TNFa F-actin phalloidin imaging, high content. inhibition, % at 2 µM. 0.18% of 91,000 active. AID 836;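 active means inhibition above the batch mean plus 3 SD and confirmed as a hit by visual image inspection, cut at about 30% in these data, passing the limit was not always enough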; further: strong numbers were not always called active
# PTK2B oligo ant: antagonists of human Pyk2 oligomerization. z-score (the deposit names both 25 µM and 10 µM). AID 1347419. Q14289. Q293 cells, Pyk2 FERM NanoBiT luminescence; stronger effect = lower value. 0.83% of 99,000 active;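 active means Z-score of -3 or lower, scaled per plate to the spread of control and sample wells; inactive means z-score above -3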;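 further: negative z-score means lost luminescence so less FERM oligomerization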
# LYP act: LYP (human) phosphatase activation; 0.11% of 96,000 active; activation, % at 2 µM; AID 697; Q9Y2R2; recombinant LYP, DiFMUP fluorescence; 0 = plate median, 100 = signal doubled;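 active means activation at 2 µM above a set limit, the mean plus 5 SD, cut at about 37% in these data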
# FAK inh: blocks human focal adhesion kinase activity; Q05397; biochemical FAK kinase activity assay; inhibition, %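 (tested at 7 µM)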; 0.84% of 97,000 active; in the data active means inhibition above about 19%;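 further: 0% = DMSO and 100% = reference compound high control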
# ERa coact inh: blocks coactivator binding to human estrogen receptor alpha; inhibition, % at 25.6 µM; AID 629; 1.7% of 86,000 active; TR-FRET ER-alpha LBD / SRC-1 peptide, estradiol-bound; in the data active means inhibition above about 50%;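 further: 0% = receptor plus peptide control and 100% = peptide only without receptor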
# Target sequence (P03372 whole entry, looked up, the tested form may be a part): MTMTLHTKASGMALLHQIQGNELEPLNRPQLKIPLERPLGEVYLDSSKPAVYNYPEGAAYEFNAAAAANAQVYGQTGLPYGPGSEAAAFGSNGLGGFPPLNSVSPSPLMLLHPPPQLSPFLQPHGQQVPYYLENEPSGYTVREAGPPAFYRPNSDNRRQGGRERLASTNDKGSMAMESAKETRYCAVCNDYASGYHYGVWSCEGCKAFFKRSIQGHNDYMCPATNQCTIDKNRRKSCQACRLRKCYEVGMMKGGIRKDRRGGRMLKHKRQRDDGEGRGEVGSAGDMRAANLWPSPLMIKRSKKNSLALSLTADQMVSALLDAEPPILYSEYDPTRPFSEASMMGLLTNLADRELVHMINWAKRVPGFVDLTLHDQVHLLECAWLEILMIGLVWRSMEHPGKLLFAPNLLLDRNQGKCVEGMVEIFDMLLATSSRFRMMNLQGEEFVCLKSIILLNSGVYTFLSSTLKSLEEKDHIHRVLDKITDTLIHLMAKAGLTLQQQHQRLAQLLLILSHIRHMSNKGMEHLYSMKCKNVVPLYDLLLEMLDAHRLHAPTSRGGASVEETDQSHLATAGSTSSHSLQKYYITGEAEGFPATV
# VCAM1 TNFa inh: reduces TNF alpha induced VCAM1 expression in HUVEC; HUVEC TNFa-induced VCAM-1 immunofluorescence, high-content imaging; inhibition, % at 2 µM; 0.48% of 95,000 active; AID 802;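 active means inhibition above the batch mean plus 3 SD, with images confirmed as a hit by eye, cut at about 37% in these data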;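 further: 0% = TNF-stimulated DMSO wells and 100% = unstimulated control wells; not every result past the cut was called active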
# HUVEC tox IL1B: toxic to HUVEC cells under IL-1B stimulation; HUVEC cell count loss, Hoechst imaging, IL-1B stimulated; cell count reduction, % at 2 µM; 0.41% of 94,000 active; AID 845;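 active means cell count reduction more than 3 SD above the screen-wide mean, cut at about 70% in these data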;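 further: normalized per plate to untreated control cells as the no-loss baseline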
# Starred values were filed as active, the others as inactive; nt = not tested or not shown; [ ] = remark or other dose.
# Start of the listing, in advance:
compound	LYP inh 2	TNFa cytotox	F-actin modifier	PTK2B oligo ant	LYP act	FAK inh	ERa coact inh	VCAM1 TNFa inh	HUVEC tox IL1B
O=C(NCc1ccco1)c1cc2n(n1)C(C(F)(F)F)CC(c1ccc(Cl)c(Cl)c1)N2 (configuration not stated)	0	-12	-27	-0.49	-1	-2	-9	3	-9
CCCCNC(=O)OCC(CC)NC(=O)OCC(C)C (configuration not stated)	7	5	-19	0.58	-5	-1	-12	11	-13
CCSc1nnc(N)s1	-19	-16	-10	-0.13	17	3	6	0	-17

# The list itself, from the start:
compound	LYP inh 2	TNFa cytotox	F-actin modifier	PTK2B oligo ant	LYP act	FAK inh	ERa coact inh	VCAM1 TNFa inh	HUVEC tox IL1B
O=C(NCc1ccco1)c1cc2n(n1)C(C(F)(F)F)CC(c1ccc(Cl)c(Cl)c1)N2 (configuration not stated)	0	-12	-27	-0.49	-1	-2	-9	3	-9
CCCCNC(=O)OCC(CC)NC(=O)OCC(C)C (configuration not stated)	7	5	-19	0.58	-5	-1	-12	11	-13
CCSc1nnc(N)s1	-19	-16	-10	-0.13	17	3	6	0	-17
O=C(N/N=C1\CCCc2ccccc21)c1ccc([N+](=O)[O-])cc1	-16	-17	-36	0.31	10	-2	0	17	-10
Cc1oc(-c2ccccc2F)nc1CS(=O)(=O)CC(=O)NCCCN(C)C1CCCCC1	8	-14	12	0.52	-10	4	-6	3	19
COc1ccc(C(C)=O)cc1CSc1nc2ccccc2o1	4	-20	0	-0.81	-2	-5	9	-12	5
Cc1ccc(Oc2ncc(-c3ccc(Cl)cc3)cn2)cc1	3	-35	-15	0.48	1	-1	nt	-31	-42
Cc1ccc(-c2ccc(CCC(=O)O)o2)cc1	-4	-9	-17	0.57	8	-4	-13	-1	-3
COC(=O)CN(C(=O)CSc1nnc(-c2cccc(OC)c2)o1)c1ccc(OC)cc1	0	-36	4	1.5	-2	-2	-12	-45	-24
CCn1c(NCc2ccc3c(c2)OCO3)nc2ccccc21	13	-8	11	0.21	-12	5	-4	-1	-8
Clc1ccc(Oc2nnnn2-c2ccccc2)cc1	-4	-4	-15	-1.1	8	0	-3	2	-7
Cc1nn(CC(O)Cn2cnc3c2c(=O)n(C)c(=O)n3C)c(C)c1Br (configuration not stated)	-4	3	-12	0.47	-3	-1	nt	-6	-9
CN(C)S(=O)(=O)c1ccc(-c2csnn2)s1	-9	-11	-2	-0.08	10	2	17	6	1
COC(=O)Nc1ccc2c(c1)OCO2	-7	-2	-6	-0.04	6	0	26[fluorescence artefact?]	11	-13
Cn1c(OCc2cccnc2)nc2c1c(=O)n(Cc1ccccc1)c(=O)n2C	11	-17	9	-0.08	-11	0	-24	-24	-18
CC(NC(=O)c1ccccc1O)c1ccccc1 (configuration not stated)	-15	-3	-6	-0.35	11	0	2	8	19
O=C(c1cccs1)N(CCO)Cc1cc2cc3c(cc2[nH]c1=O)OCCO3	6	-6	28	nt	-7	-1	11	15	56
Cc1ccc(NC(=O)c2ccc(-c3nn(C)c(=O)c4ccccc34)cc2)cc1	-6	-14	-3	-0.81	6	-2	36[fluorescence artefact?]	16	14
Cn1cccc1Cc1nnc(SCC(=O)N2CCCC2)n1CCc1ccccc1	6	-23	-3	nt	-10	-5	-1[fluorescence artefact?]	6	-14
COCCNc1oc(-c2ccccc2Cl)nc1C#N	-5	3	-15	nt	3	9	-9	-11	20
Cc1ccc(C(=O)C(C)Oc2cccc(NC(=O)c3ccco3)c2)cc1 (configuration not stated)	-11	8	-4	-0.53	3	3	15	-4	13
O=C(OCc1c(Cl)cccc1Cl)c1cccnc1Cl	-2	3	-17	-1	2	-2	nt	21	8
CCOC(=O)Cc1csc(NC(=S)NC(=O)c2ccccc2C)n1	-4	2	17	0.5	8	-5	nt	4	-31
Cc1cc2oc(=O)cc(CN3CCN(C/C=C/c4ccccc4)CC3)c2cc1O	-2	-11	-18	-0.57	2	4	nt	0	-1
O=C(CSc1n[nH]c(=O)[nH]c1=O)c1ccccc1	-8	-8	-12	0.13	4	-2	-1[fluorescence artefact?]	-6	-20
CCC(=O)Nc1nc(C)nc(C)c1C(C)=O	-12	-46	-49	0.11	10	-3	9[fluorescence artefact?]	-3	-23
Cc1sc(NC(=O)/C=C/c2ccc(C(C)C)cc2)c(C#N)c1C	-2	-42	-17	-0.01	5	-8	nt	12	-1
CCCCNC(=S)NC(=O)c1ccc([N+](=O)[O-])cc1	7	-24	20	-0.14	-4	-5	nt	-1	-20
O=C(NCCCN1CCCC1=O)c1cccc(C(F)(F)F)c1	10	-4	-33	-0.46	-6	2	-5	-7	10
N#Cc1nc(Cc2cccc3ccccc23)oc1NCCN1CCOCC1	-4	2	-3	0.18	4	-1	-15	7	2
COC(=O)CN(Cc1ccccc1)S(=O)(=O)c1ccc(OC)c(OC)c1	5	-4	-6	-0.75	-8	7	nt	7	21
CCC1C(=O)CC(c2ccco2)NC1c1ccco1 (configuration not stated)	11	-30	5	-0.25	-11	-1	-21	-16	8
Cc1sc2ncnc(SCC(=O)c3cccs3)c2c1C	12	-50	22	0.33	-6	-6	6	1	-9
CCN(CC)C(=O)c1cc2sc3ccccc3c2s1	1	nt	nt	-0.78	0	3	3	nt	nt
O=C(c1ccccc1Cl)N1N=C(c2ccc(Br)cc2)CC1c1nc2ccccc2[nH]1 (configuration not stated)	13	-2	-12	-0.69	-10	3	nt	8	21
O=C(CSc1cccc2cccnc12)OCC(=O)c1ccc(Br)cc1	8	-17	-11	0.98	-3	1	nt	-1	-24
CC(C)OC(=O)c1nnc(Cc2ccc(F)cc2)o1	-4	0	8	nt	2	nt	2	-3	-10
COc1ccc(Cc2nc(-c3cccc(C)c3)no2)cc1	1	-11	-13	-1.1	0	-1	-3	-1	23
CCCC(=O)Nc1ccc(Cl)c(NC(=O)C(C)(C)C)c1	-11	-3	0	0.44	8	0	13	-6	13
O=C(Cn1cnc2c(cnn2-c2ccc(F)cc2)c1=O)N1CCN(c2ccccc2)CC1	1	nt	2	2	-2	-2	16	-5	13
OCCSc1nncn1/N=C/c1c[nH]c2ccccc12	-2	nt	-14	1.8	1	0	-5	nt	-11
Cc1ccc(-n2c(SCC(=O)OC(C)C)nnc2-c2ccccn2)cc1	-4	32	-25	-0.59	3	0	-3	17	5
O=c1cc(O)n(-c2ccc(F)cc2)c(=S)[nH]1	1	-14	3	-0.3	-2	0	-3	6	2
COc1ccc2[nH]c(=O)c(CN(CCc3ccccc3)C(C)=O)cc2c1	-6	-9	18	1.1	11	0	3	-4	-8
CCOC(=O)c1nn(-c2ccccc2F)c(-c2ccccc2)c1C(=O)c1ccccc1	3	-11	nt	-4*	-1	-3	nt	1	2
CCOC(=O)N1CCC(N2CCN(S(=O)(=O)c3ccc(NC(C)=O)cc3)CC2)CC1	-18	-10	-11	1.1	16	-2	-3	15	10
COc1cccc(/C(O)=C2\C(=O)C(=O)N(c3ccccn3)C2c2ccccc2OC)c1 (configuration not stated)	-1	-28	10	0.81	-2	2	-42	1	-71
O=C(COC(=O)Cc1cn2ccsc2n1)NC12CC3CC(CC(C3)C1)C2	-1	-34	-21	-0.69	-1	-2	2[fluorescence artefact?]	-51	-17
CCN1CCN(/C=N/c2nc(C)cs2)CC1	-2	-12	-13	-0.23	2	2	1	2	-4
Cc1ccc(OCc2nc(C#N)c(NCc3ccco3)o2)cc1	-2	nt	-12	-0.32	4	0	-5	22	21
Cc1cccc(NC(=O)C2C(c3ccccc3)C2(Cl)Cl)c1C (configuration not stated)	4	-17	-5	-2	0	1	nt	7	-6
N/C(Cc1ccc(Cl)cc1)=N\OC(=O)c1cccc2ccccc12	9	16	3	0.23	-5	5	-6	-13	-15
O=C(COc1ccc(/C=N/NS(=O)(=O)c2ccccc2)cc1)NCCc1ccccc1	8	-8	-6	-0.16	-3	-11	nt	-38	-23
N#CC(C(=O)OCc1ccccc1)c1nc2ccccc2nc1N1CCOCC1 (configuration not stated)	-1	-30	45	2.6	-2	-8	-4	4	10
Cc1noc2ncnc(Oc3ccc(F)cc3)c12	-3	-10	8	0.91	5	2	nt	9	41
Cn1c(=O)[nH]c(=O)c2c1nc(Br)n2CCOc1ccccc1	-2	-30	12	0.52	1	-1	3	-17	-15
CCOC(=O)C(NC(=O)N1CCCCC1)(c1ccccc1)C(F)(F)F (configuration not stated)	4	-16	41	0.07	-4	-4	-3	-5	-23
O=C(CSCc1ccc(Cl)cc1)Nc1nccs1	2	40	-2	-0.11	0	-1	-8	14	-18
c1ccc2c(c1)Cc1cc(CN3CCOCC3)ccc1-2	0	-13	14	0	0	4	-7	-3	-137
CCN(CC)C(=O)C1=C(C)NC(=S)NC1c1cn(-c2ccccc2)nc1-c1ccc(Cl)cc1 (configuration not stated)	-6	-4	-20	-0.07	8	-1	-1	7	4

# Part of the list above, with two lines to a compound:
# The line under a structure holds: LYP inh 2 | TNFa cytotox | F-actin modifier | PTK2B oligo ant | LYP act | FAK inh | ERa coact inh | VCAM1 TNFa inh | HUVEC tox IL1B
> CCOC(=O)N1CCC(N2CCN(S(=O)(=O)c3ccc(NC(C)=O)cc3)CC2)CC1
 : -18 | -10 | -11 | 1.1 | 16 | -2 | -3 | 15 | 10
> CCN(CC)C(=O)C1=C(C)NC(=S)NC1c1cn(-c2ccccc2)nc1-c1ccc(Cl)cc1 (configuration not stated)
 : -6 | -4 | -20 | -0.07 | 8 | -1 | -1 | 7 | 4

# Six of the compounds above, with values under each structure.
# Every second line gives: LYP inh 2	TNFa cytotox	F-actin modifier	PTK2B oligo ant	LYP act	FAK inh	ERa coact inh	VCAM1 TNFa inh	HUVEC tox IL1B
COc1ccc(Cc2nc(-c3cccc(C)c3)no2)cc1
→ 1	-11	-13	-1.1	0	-1	-3	-1	23
COc1ccc2[nH]c(=O)c(CN(CCc3ccccc3)C(C)=O)cc2c1
→ -6	-9	18	1.1	11	0	3	-4	-8
Cc1cc2oc(=O)cc(CN3CCN(C/C=C/c4ccccc4)CC3)c2cc1O
→ -2	-11	-18	-0.57	2	4	nt	0	-1
O=C(Cn1cnc2c(cnn2-c2ccc(F)cc2)c1=O)N1CCN(c2ccccc2)CC1
→ 1	nt	2	2	-2	-2	16	-5	13
CCN(CC)C(=O)C1=C(C)NC(=S)NC1c1cn(-c2ccccc2)nc1-c1ccc(Cl)cc1 (configuration not stated)
→ -6	-4	-20	-0.07	8	-1	-1	7	4
CCC(=O)Nc1nc(C)nc(C)c1C(C)=O
→ -12	-46	-49	0.11	10	-3	9[fluorescence artefact?]	-3	-23

# (list continues)
compound	LYP inh 2	TNFa cytotox	F-actin modifier	PTK2B oligo ant	LYP act	FAK inh	ERa coact inh	VCAM1 TNFa inh	HUVEC tox IL1B
Cc1cccc(N2CCN(C(=O)CCCSc3nc4ccccc4[nH]3)CC2)c1C	2	-5	-7	-0.61	-2	-9	0	-2	-19
COc1ccc(/C=C(/C#N)C(=O)Nc2cccc(C)c2C)cc1C(=O)O	0	-2	-3	-0.23	5	0	nt	19	-47
CCn1nnnc1-c1ccc(OC)c(S(=O)(=O)N2CCCCC2)c1	5	-28	-12	-0.05	-4	0	14	4	3
COc1ccc(C2C(C(=O)OCC3CCCO3)=C(C)NC3=C2C(=O)CC(c2ccco2)C3)cc1O (configuration not stated)	-18	-9	19	-0.51	20	5	27	-8	12
COc1cc(OC)cc(-n2nnnc2SCC(=O)Nc2nc3c(s2)CCCC3)c1	7	-19	7	-2.6	-6	11	-3[fluorescence artefact?]	-20	28
CC(=O)N1CCN=C1SCc1ccccc1	-4	-30	6	nt	1	0	4	15	-10
c1cncc(-c2nc(NCC3COc4ccccc4O3)c3ccccc3n2)c1 (configuration not stated)	-1	-18	18	-3.8*	0	3	-1	5	-125
